# Screening results as filed in PubChem BioAssay.
# Ecoli viability = E. coli V3065 growth inhibition, primary screen, counter-screen for AddAB inhibitor project, absorbance, OD600 | inhibition, % at 11.9 µM | 18 h | 330,000 compounds, 0.27% hits;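 active = inhibition above the campaign's mean inhibition across all tested compounds plus 3 SD, cut at about 9.9% in these data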;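 also: uninfected addAB+ strain grown without phage in ampicillin broth; 0% = DMSO wells and 100% = ciprofloxacin 0.95 µg/ml wells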
# Wnt act = Wnt/beta-catenin pathway activators, primary screen, cell-based, plate reader, single point; Wnt/beta-catenin reporter cell assay, activator; activation, % at 9.35 µM; 300,000 compounds, 1.2% hits; in the data active = activation above about 30%, passing the limit was not always enough;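 also: 0% = neutral control wells and 100% = positive control wells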
# Tat export inh = E. coli Tat export inhibitors, primary screen, MC4100, TorA-mCherry reporter, fluorescence, single point; inhibition, % at 10 µM; 340,000 compounds, 0.036% hits;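 active = mean replicate inhibition at least 50% and at least half of replicates individually reaching 50%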;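 also: exported cargo escapes ClpAP degradation while cytoplasmic cargo is degraded and loses fluorescence; 0% = median of neutral control wells and 100% = median of NaSCN control wells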
# Rtt109 Vps75 = inhibitors of C. albicans Rtt109/Vps75 HAT, primary screen, biochemical, ThioGlo CoA-SH fluorescence, plate reader. Histone acetyltransferase RTT109 (Candida albicans (strain SC5314 / ATCC MYA-2876)), …. purified Rtt109/Vps75, 4 h. inhibition, % at 34.9 µM. 330,000 compounds, 0.16% hits. AID 540336, 2011;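 active = inhibition of at least 50% in every replicate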
# Target sequence (Q5AAJ8 whole entry, looked up): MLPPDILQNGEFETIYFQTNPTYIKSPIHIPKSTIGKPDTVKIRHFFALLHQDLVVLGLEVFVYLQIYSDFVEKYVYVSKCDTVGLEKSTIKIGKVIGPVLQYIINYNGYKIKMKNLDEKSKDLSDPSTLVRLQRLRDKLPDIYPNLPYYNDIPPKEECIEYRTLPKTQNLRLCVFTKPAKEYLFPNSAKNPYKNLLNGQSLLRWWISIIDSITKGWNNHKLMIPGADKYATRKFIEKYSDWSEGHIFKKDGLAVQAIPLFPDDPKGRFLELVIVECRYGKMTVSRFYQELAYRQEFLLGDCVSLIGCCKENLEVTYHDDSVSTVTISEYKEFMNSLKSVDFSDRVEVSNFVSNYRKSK
# CAL PDZ inh = CAL PDZ peptide-binding inhibitors, primary screen, biochemical, fluorescence polarization, Cer-tagged CAL PDZ, HTS. inhibition, % at 20 µM. Golgi-associated PDZ and coiled-coil motif-containing protein (Homo sapiens), Q9HD26. purified CAL PDZ, TMR-peptide fluorescence polarization, 1 h. 330,000 compounds, 0.02% hits. AID 504414, 2011;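 active = highest replicate inhibition of at least 40%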;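 also: plate controls were DMSO neutral control wells for no effect and unlabeled competitor peptide control wells for full effect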
#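 Test system: tagged CAL PDZ domain / Buffer or medium: sodium phosphate/NaCl buffer pH 7.4 with TCEP, IgG, Thesit / Reagent: TMR-labelled reporter peptide T*-PRC34 bound in PDZ groove / Compound dosing: single point, 20 µM / Schedule: 1 h incubation at room temperature before polarization reading / Technique: fluorescence polarization (mP) / Benchmarks: unlabelled peptide, DMSO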
# PvdQ acylase = P. aeruginosa PvdQ acylase inhibitors, primary screen, biochemical, fluorescence, plate reader and imaging, single point. PvdQ acylase [Pseudomonas aeruginosa LESB58]. purified PvdQ acylase. inhibition, % at 10 µM. 340,000 compounds, 0.063% hits; in the data active = inhibition above about 30%, passing the limit was not always enough;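 also: 0% = vehicle neutral wells and 100% = reference inhibitor wells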
# PfHsp90 set2 = growth inhibition of PfHsp90-expressing yeast, primary screen, antimalarial PfHsp90 inhibitor project, S. cerevisiae, BacTiter-Glo luminescence, single point, set 2 | inhibition, % at 9.4 µM | BacTiter-Glo ATP, 48 h; yeast lacking PDR1 and PDR3 efflux regulators | 310,000 compounds, 0.32% hits;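 active = every replicate shows inhibition above about 80%, whatever the replicate mean, limit read from the data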;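 also: 0% = DMSO neutral controls and 100% = 20 µM radicicol positive controls; yeast relying on Plasmodium falciparum Hsp90 in place of its own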
# DAGLB inhibitor = DAGLB lipase inhibitors, primary screen, biochemical, fluorescence, HTS; 340,000 compounds, 0.059% hits; HEK293T DAGLB membrane lysate, EnzChek fluorogenic substrate; Diacylglycerol lipase-beta (Homo sapiens), Q8NCG7; inhibition, % at 5.17 µM; AID 504411, 2011; in the data active = inhibition above about 34%;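 also: 0% = enzyme with vehicle and 100% = wells lacking enzyme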
# Target sequence (Q8NCG7 whole entry, looked up): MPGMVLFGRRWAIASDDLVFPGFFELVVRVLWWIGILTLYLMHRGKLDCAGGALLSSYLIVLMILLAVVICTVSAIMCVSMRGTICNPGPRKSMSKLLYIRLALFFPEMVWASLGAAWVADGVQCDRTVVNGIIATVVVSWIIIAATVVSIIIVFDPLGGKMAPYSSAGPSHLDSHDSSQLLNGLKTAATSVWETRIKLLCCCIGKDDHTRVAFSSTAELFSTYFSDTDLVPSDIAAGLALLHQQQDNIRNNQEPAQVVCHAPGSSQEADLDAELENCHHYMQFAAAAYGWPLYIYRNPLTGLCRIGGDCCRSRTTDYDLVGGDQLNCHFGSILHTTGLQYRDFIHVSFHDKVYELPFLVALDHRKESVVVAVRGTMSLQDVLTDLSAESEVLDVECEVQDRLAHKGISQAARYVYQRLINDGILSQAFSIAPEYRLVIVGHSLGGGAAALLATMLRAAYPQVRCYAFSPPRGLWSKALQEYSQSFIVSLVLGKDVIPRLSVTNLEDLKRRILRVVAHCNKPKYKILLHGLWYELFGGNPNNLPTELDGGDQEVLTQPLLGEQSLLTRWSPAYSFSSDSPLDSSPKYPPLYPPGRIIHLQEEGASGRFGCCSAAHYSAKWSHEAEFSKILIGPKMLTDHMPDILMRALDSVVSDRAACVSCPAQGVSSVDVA
# phage Ecoli inh = growth loss of phage-infected E. coli, primary screen, RecBCD inhibitor project, absorbance, with phage, HTS; inhibition, % at 11.9 µM; 360,000 compounds, 0.26% hits; in the data active = inhibition above about 11%
# AddAB inh = growth inhibition of E. coli expressing H. pylori AddAB, primary screen, AddAB inhibitor project, absorbance. inhibition, % at 11.9 µM. 330,000 compounds, 0.29% hits. AID 435030, 2010; in the data active = inhibition above about 12%;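 also: 0% = vehicle wells of infected cells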
# Active calls of the source: *; x = no result given.
No.	Structure	CAL PDZ inh	Ecoli viability	DAGLB inhibitor	Wnt act	PfHsp90 set2	phage Ecoli inh	Tat export inh	AddAB inh	PvdQ acylase	Rtt109 Vps75
1	COc1cccc(CNC(=O)CN2C(=O)COc3ccc(S(=O)(=O)N4CCCC4)cc32)c1	-0.8	0.6	-1	-1	17	1.3	1	0.8	-11	5
2	O=c1nc(/C=C/c2ccc(O)c(O)c2)oc2ccccc12	-2.8	x	3	x	7	x	-6	x	-1	13
3	Cc1ccc(NC(=O)C2CC(=O)N(Cc3ccccc3)C2)nc1 (stereo not given)	-1.1	-2.1	-2	-2	x	-0.9	6	1.5	7	-4
4	Cc1cccc(N2CCN(CC(=O)NCc3ccc(Cl)cc3)CC2)c1C	-1.1	0.3	-8	-1	0	1.6	9	4.3	-18	2
5	O=C(O)CCCc1ccc2c(c1)CCc1ccccc1-2	-0.1	-1.2	1	-20	-24	1.9	-2	1.5	-4	-10
6	O=C(O)c1cc2nc3c(c(C(F)(F)F)n2n1)CCCC3	-0.3	-2.0	1	-1	-18	4.6	-20	1.2	1	-2
7	Cc1c(Nc2scc(-c3ccccc3)[n+]2-c2ccccc2)c(=O)n(-c2ccccc2)n1C	0.0	0.2	-5	x	-7	x	0	0.5	1	16
8	CCOC(=O)N1CCN(CC(O)COC(CC)c2ccccc2)CC1 (stereo not given)	-1.2	-0.2	1	x	3	1.7	12	4.2	-5	1
9	O=C(CCNC(=O)c1ccc([N+](=O)[O-])cc1)NCCCN1CCCC1=O	-0.7	-0.2	-2	0	3	-0.2	-6	-0.4	2	-10
10	O=C1/C(=C/c2ccco2)CCc2ccccc21	-2.7	0.0	-12	24	15	3.4	-4	2.6	-8	3
11	CCc1nnc(NS(=O)(=O)c2ccc(NCc3cc(Br)ccc3O)cc2)s1	-0.7	-0.3	10	x	-13	x	-5	4.6	0	13
12	C=CCc1cccc2cc(C(=O)NC(C)(C)C)c(=O)oc12	0.1	-1.3	-4	x	-12	2.5	-1	2.1	0	-4
13	Cc1cccc(CC2CC(=O)N(c3ccc(C)cc3Br)C2=O)c1 (stereo not given)	0.2	0.9	-1	-2	-37	2.8	-3	0.8	4	8
14	COc1cc2c(-c3ccc(O)cc3)nc3c(c(C)nn3-c3ccccc3)c2cc1OC	-0.2	-1.2	-3	x	-16	1.4	-6	2.1	1	8
15	COC(=O)CCCC1=CC2=CC(=O)C(C)(OC(=O)CCc3ccccc3)C(=O)C2=CO1 (stereo not given)	0.7	1.0	5	x	-2	x	-7	0.7	-5	-1
16	Cc1c(Cc2ccccc2)sc(NC(=O)Cc2ccccc2)c1C(N)=O	-0.9	0.7	-1	x	7	0.1	2	-0.8	-12	-5
17	CCCCc1cc(=O)oc2cc(O)cc(O)c12	-1.5	1.7	-2	-1	-2	4.3	7	0.4	5	0
18	Cc1ccc(N2CCN(S(=O)(=O)c3c(C)noc3C)CC2C)cc1 (stereo not given)	-2.0	-1.9	-2	1	29	0.9	2	1.5	-12	4
19	Cc1ccc(C(=O)Nc2sc(Cc3ccc4c(c3)OCO4)c(C)c2C(N)=O)cc1	-3.5	-1.3	1	2	-6	1.7	0	1.2	-21	7
20	CCCc1cc(=O)[nH]c(SCCOC(=O)c2ccccc2)n1	-0.3	-0.1	-1	x	x	2.6	-2	1.2	8	16
21	Cc1cc(NC(=O)C2C3C(=O)N(Cc4ccc(Cl)cc4)C(C(=O)NC4CCCCC4)C34C=CC2(C)O4)no1 (stereo not given)	0.3	-0.2	2	x	-4	4.2	-7	1.3	11	7
22	N#Cc1c(-c2ccccc2)cc(-c2ccccc2)nc1Br	-1.6	0.1	-1	-5	-2	2.7	21	1.0	-1	-2
23	COc1ccc(CN2C(=NC(=O)C3CC3)SC3CS(=O)(=O)CC32)cc1OC (stereo not given)	-3.3	-3.5	6	1	17	-2.2	1	-0.3	-16	3
24	COC(=O)c1ccc(COc2cc([N+](=O)[O-])cc3cccnc23)cc1	x	1.1	x	3	x	-0.3	x	3.5	x	x
25	Cc1cc(C)c(C#N)c(OCc2ccc(Cl)nc2)n1	-1.5	-1.8	-5	2	-7	1.3	-10	-0.4	-20	-2
26	O=C(NC1CC1)C1CC(=O)N(c2cccc(Cl)c2)C1 (stereo not given)	-0.6	1.8	-1	-1	-4	3.2	-9	-1.7	6	-4
27	Cc1nc2ccccc2n1C(=O)c1cc(-c2ccc(Br)cc2)nc2ccccc12	-3.1	3.6	2	-3	3	2.6	0	4.0	-14	0
28	CCCCNCc1cc(Br)c(OCC(=O)NCc2ccccc2)c(OC)c1	-1.2	1.1	3	0	24	3.0	4	-1.6	-13	-5
29	O=C(Nc1ccn(Cc2ccccc2F)n1)c1ccc(COc2cc(Cl)ccc2Cl)o1	x	0.9	-9	-5	-12	2.8	4	-0.5	-4	-3
30	Cc1cccc(NC(=O)CSc2nnc(-c3cc(C)[nH]n3)n2N)c1	0.4	-0.9	2	0	-1	2.1	5	2.0	-17	3

# Some of the entries above in a different format.
(28) CCCCNCc1cc(Br)c(OCC(=O)NCc2ccccc2)c(OC)c1
(29) O=C(Nc1ccn(Cc2ccccc2F)n1)c1ccc(COc2cc(Cl)ccc2Cl)o1
assay / compound | 28 | 29
CAL PDZ inh | -1.2 | x
Ecoli viability | 1.1 | 0.9
DAGLB inhibitor | 3 | -9
Wnt act | 0 | -5
PfHsp90 set2 | 24 | -12
phage Ecoli inh | 3.0 | 2.8
Tat export inh | 4 | 4
AddAB inh | -1.6 | -0.5
PvdQ acylase | -13 | -4
Rtt109 Vps75 | -5 | -3

# The results go on.
No.	Structure	CAL PDZ inh	Ecoli viability	DAGLB inhibitor	Wnt act	PfHsp90 set2	phage Ecoli inh	Tat export inh	AddAB inh	PvdQ acylase	Rtt109 Vps75
31	CCOc1ccc(NC(=S)/C(=C(\[O-])c2ccc(C)c([N+](=O)[O-])c2)[n+]2ccccc2)cc1	-0.7	-0.9	6	x	-13	x	8	2.1	-7	2
32	COC(=O)c1ccc(COC(=O)CCc2nc(-c3ccccc3)c(-c3ccccc3)o2)cc1	-3.0	-1.6	-19	x	4	-0.8	28	-1.7	-25	-2
33	Cc1onc(-c2ccccc2)c1C(=O)OCC(=O)Nc1cccc(Cl)c1	-1.4	1.1	-5	1	-2	2.4	3	2.9	-11	4
34	COc1cccc(/C=C/C(=O)OCC(=O)Nc2nnc(-c3ccccc3)o2)c1OC	-0.5	x	0	1	-23	-1.8	-9	x	-5	-6
35	O=C1NC(=O)/C(=C/c2ccc(N3CCOCC3)o2)N1	-0.8	1.4	0	1	3	3.3	4	3.1	-13	-1
36	COc1cc(OC)cc(C(=O)NNC(=O)c2ccccc2Br)c1	-0.1	-0.9	-1	x	-4	3.5	-14	2.4	-14	-1
37	COc1ccccc1NC(=O)c1ccc(S(=O)(=O)N2CCC(C)CC2)cc1	-0.4	1.9	-6	-1	-3	0.6	3	4.2	1	-12
38	CCOC(=O)c1sc(N)c(C#N)c1CSc1nnc(C2CCCCC2)n1N	0.6	-3.5	-2	2	12	2.4	0	0.4	-14	x
39	Cc1nn(-c2ccccc2)c(C)c1C(=O)OCC(=O)N(C)c1ccccc1	-2.4	0.5	2	-2	5	1.8	2	1.6	-10	4
40	O=C(C(Sc1ccccc1)c1ccccc1)N1CCN(c2ccccc2F)CC1 (stereo not given)	-1.6	1.2	-5	-3	-8	0.0	10	1.0	13	9
41	O=C(CSc1nnc(COc2ccccc2Cl)o1)NC(=O)NC1CCCC1	-3.7	-0.4	4	4	-9	0.9	2	1.1	-8	10
42	C/C(=C\C(=O)Nc1nccs1)c1ccccc1	-3.1	-1.1	-2	x	-22	2.4	-4	-1.2	5	27
43	Cc1nc2ccccc2n1CC(=O)NCCN1CCOCC1	-0.3	0.2	0	-1	x	-0.5	-12	6.8	7	-4
44	COC/C=C/C1=CC2=CC(=O)C(C)(OC(=O)c3cnc4ccccc4n3)C(=O)C2=CN1Cc1ccco1 (stereo not given)	-0.9	0.5	2	-2	x	1.9	1	1.3	-2	4
45	Cc1ccc2c(CN3CCN(S(=O)(=O)c4ccccc4C(F)(F)F)CC3)cc(=O)oc2c1C	-1.4	0.2	-10	-1	1	1.5	4	5.3	7	2
46	CCc1noc(C)c1C(=O)Nc1nc(-c2ccc(F)cc2)c(C)s1	-2.5	2.5	-8	1	-33	-0.6	8	1.1	5	-4
47	NC(=O)c1cccc2c1-c1ccccc1/C2=N/NC(N)=S	-1.2	0.8	-4	-1	0	1.8	-4	-0.7	4	x
48	COC(=O)c1ccc(C(=O)OC)c(NC(=S)N2CCN(c3cccc(Cl)c3)CC2)c1	0.2	0.9	-6	2	x	2.6	-7	6.1	6	-5
49	CC(C)C(=O)NC(c1cccs1)c1cc([N+](=O)[O-])c2cccnc2c1O (stereo not given)	0.7	-2.1	36*	x	-90	x	-5	-2.4	0	7
50	CCC(CCC(=O)Nc1ccc(S(N)(=O)=O)cc1)C(=O)O (stereo not given)	-1.9	1.1	1	0	33	0.1	-7	3.9	-12	-4
51	CC(C)c1c(C(=O)N/N=C/c2ccc(OCc3ccc(F)cc3)cc2)nnn1-c1nonc1N	-0.3	-0.8	-5	14	2	0.8	-1	-0.7	-8	0
52	Cc1cc(NC(=O)Nc2ccc(F)cc2)no1	-1.0	0.4	-2	x	1	2.9	1	3.1	11	-12
53	Cc1ccccc1NC(=O)N(CCc1nc2ccccc2[nH]1)Cc1ccccc1	0.3	0.8	-1	x	-10	2.1	4	0.6	4	6
54	CCN1CCN(C(=O)CCc2nnc(CCCCc3ccccc3)o2)[C@@H](C)C1=O	-0.9	0.3	-1	-1	2	4.0	4	2.5	3	-6
55	CC(=O)N(CN1C(=O)c2ccccc2C1=O)c1ccccc1	-0.5	0.5	-6	-10	2	0.8	3	2.1	2	12
56	COc1ccc(CNC(=O)c2cc(=O)c3cc(C)c(C)cc3o2)cc1	-1.0	-2.5	-3	1	12	-1.8	1	0.5	-10	3
57	CCN(CC)CCN(Cc1cc2cc3c(cc2[nH]c1=O)OCCO3)C(=S)NCCCOC	-1.2	-0.9	-3	1	21	1.4	9	2.5	-12	-13
58	O=C(O)CCCNS(=O)(=O)c1ccc2ccccc2c1	-3.7	-1.5	-1	-7	x	-0.1	0	2.2	-6	0
59	CCC(=O)Nc1cc(=O)[nH]c2nc(-c3ccc(Cl)cc3)nn12	-12	2.8	3	39*	14	0.1	3	1.8	-3	20
60	CC1CN(C(=S)SCC(=O)c2ccc(Cl)cc2)CC(C)O1 (stereo not given)	-0.9	-2.1	-6	-3	-10	5.0	-11	0.7	-6	3
61	O=C(NC1CCCCCC1)c1cc2c(=O)n3ccccc3nc2s1	-3.2	-2.0	1	11	21	-0.4	1	2.9	-27	-169
62	O=C(/C=C/c1ccc(Br)o1)NC(c1ccccc1)c1ccccc1	-0.9	-1.5	-3	0	2	4.1	4	3.0	-11	2
63	O=C(Nc1ccc(F)cc1)N1CCCCCC1	-1.7	0.8	-3	2	-6	4.9	-7	-1.0	-15	0
